# Source: PubChem (several laboratories)
# AddAB inh = less growth of phage-infected E. coli with AddAB; E. coli expressing H. pylori AddAB, absorbance growth; inhibition, % at 11.9 µM; 0.29% of 330,000 active; AID 435030; in the data active = inhibition above about 12%;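 note: 0% = vehicle wells of infected cells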
# CAL PDZ FP = human CAL PDZ-peptide interaction inhibition | Q9HD26 | purified CAL PDZ, TMR-peptide fluorescence polarization, 1 h | inhibition, % at 20 µM | AID 504414 | 0.02% of 330,000 active;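 active = highest replicate inhibition of at least 40%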;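 note: plate controls were DMSO neutral control wells for no effect and unlabeled competitor peptide control wells for full effect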
#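 Test system: purified CerCALP PDZ construct; Compound dosing: one concentration, 20 µM compound; Also added: TMR-labelled reporter peptide T*-PRC34 bound in PDZ groove; Read-out: inhibition from polarization loss; Controls: unlabelled peptide and DMSO controls; Signal: FP readout, S and P plane fluorescence; Incubation: 1 h at RT.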
# Tat export inh = blocks Tat-dependent protein export in E. coli; E. coli MC4100 TorA-mCherry Tat export, fluorescence; inhibition, % at 10 µM; 0.036% of 340,000 active;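 active = mean replicate inhibition at least 50% and at least half of replicates individually reaching 50%; inconclusive = only one of the two criteria met; inactive = neither criterion met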;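 note: exported cargo escapes ClpAP degradation while cytoplasmic cargo is degraded and loses fluorescence; 0% = median of neutral control wells and 100% = median of NaSCN control wells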
# E coli growth = counter-screen for AddAB inhibitors: E. coli growth inhibition. E. coli V3065 growth, OD600 absorbance, 18 h. inhibition, % at 11.9 µM. 0.27% of 330,000 active;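 active = inhibition above the campaign's mean inhibition across all tested compounds plus 3 SD, cut at about 9.9% in these data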;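 note: uninfected addAB+ strain grown without phage in ampicillin broth; 0% = DMSO wells and 100% = ciprofloxacin 0.95 µg/ml wells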
# PvdQ inh = blocks Pseudomonas aeruginosa PvdQ acylase activity | purified PvdQ acylase, fluorescence plate reader | 0.063% of 340,000 active | inhibition, % at 10 µM; in the data active = inhibition above about 30%, passing the limit was not always enough; inconclusive = no clear call, values can overlap the other calls;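 note: 0% = vehicle neutral wells and 100% = reference inhibitor wells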
# DAGLB inh = blocks human DAGLB lipase activity; Q8NCG7; HEK293T DAGLB membrane lysate, EnzChek fluorogenic substrate; inhibition, % at 5.17 µM; 0.059% of 340,000 active; AID 504411; in the data active = inhibition above about 34%;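 note: 0% = enzyme with vehicle and 100% = wells lacking enzyme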
# Target sequence (Q8NCG7 whole entry, looked up): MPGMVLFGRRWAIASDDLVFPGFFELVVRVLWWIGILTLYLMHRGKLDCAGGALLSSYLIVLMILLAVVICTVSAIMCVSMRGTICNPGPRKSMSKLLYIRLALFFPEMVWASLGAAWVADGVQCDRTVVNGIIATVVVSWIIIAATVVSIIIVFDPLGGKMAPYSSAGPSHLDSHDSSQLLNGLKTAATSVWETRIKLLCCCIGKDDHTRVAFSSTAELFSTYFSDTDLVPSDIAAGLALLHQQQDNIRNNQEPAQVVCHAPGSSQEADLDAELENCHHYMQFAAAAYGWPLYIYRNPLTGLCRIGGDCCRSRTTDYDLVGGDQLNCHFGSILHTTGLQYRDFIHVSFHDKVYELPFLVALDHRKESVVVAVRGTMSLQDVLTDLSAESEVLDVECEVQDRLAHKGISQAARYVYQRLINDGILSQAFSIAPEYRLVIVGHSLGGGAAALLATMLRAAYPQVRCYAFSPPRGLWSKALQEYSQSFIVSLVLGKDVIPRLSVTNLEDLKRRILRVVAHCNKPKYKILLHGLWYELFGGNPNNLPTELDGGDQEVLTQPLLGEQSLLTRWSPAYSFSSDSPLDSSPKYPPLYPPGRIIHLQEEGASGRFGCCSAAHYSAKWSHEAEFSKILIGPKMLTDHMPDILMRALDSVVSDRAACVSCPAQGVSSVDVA
# Rtt109 Vps75 = blocks Candida albicans Rtt109/Vps75 acetyltransferase activity | Q5AAJ8 | purified Rtt109/Vps75, ThioGlo CoA-SH fluorescence, 4 h | inhibition, % at 34.9 µM | 0.16% of 330,000 active | AID 540336;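 active = inhibition of at least 50% in every replicate; inconclusive = best replicate reaches 50% inhibition but some replicates fall short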
# Target sequence (Q5AAJ8 whole entry, looked up): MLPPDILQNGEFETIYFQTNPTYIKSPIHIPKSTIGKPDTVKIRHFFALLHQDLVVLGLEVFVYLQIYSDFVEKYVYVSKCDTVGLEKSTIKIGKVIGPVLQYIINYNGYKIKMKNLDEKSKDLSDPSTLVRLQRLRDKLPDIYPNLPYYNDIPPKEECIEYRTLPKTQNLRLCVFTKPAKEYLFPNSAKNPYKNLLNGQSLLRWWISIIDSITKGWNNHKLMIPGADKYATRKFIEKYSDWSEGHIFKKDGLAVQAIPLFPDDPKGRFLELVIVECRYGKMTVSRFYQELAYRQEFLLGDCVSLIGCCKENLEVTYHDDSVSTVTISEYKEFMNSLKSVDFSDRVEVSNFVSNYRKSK
# Wnt bcat act = activators of Wnt/beta-catenin signaling; Wnt/beta-catenin reporter cell assay, activator, plate reader; AID 743398; activation, % at 9.35 µM; 1.2% of 300,000 active; in the data active = activation above about 30%, passing the limit was not always enough; inconclusive = no clear call, values can overlap the other calls;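 note: 0% = neutral control wells and 100% = positive control wells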
# PfHsp90 yeast 2 = growth inhibition of yeast expressing Plasmodium Hsp90 | S. cerevisiae expressing PfHsp90, BacTiter-Glo ATP, 48 h; yeast lacking PDR1 and PDR3 efflux regulators | inhibition, % at 9.4 µM | 0.32% of 310,000 active;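 active = every replicate shows inhibition above about 80%, whatever the replicate mean, limit read from the data; inconclusive = mean inhibition reaches the set limit but some replicate falls short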;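 note: 0% = DMSO neutral controls and 100% = 20 µM radicicol positive controls; yeast relying on Plasmodium falciparum Hsp90 in place of its own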
# phage Ecoli inh = E. coli growth loss with phage present; growth absorbance; AID 651602; inhibition, % at 11.9 µM; 0.26% of 360,000 active; in the data active = inhibition above about 11%
# * = called active by the depositor; ? = inconclusive; . = no result given; & = joins results of further samples.
SMILES,AddAB inh,CAL PDZ FP,Tat export inh,E coli growth,PvdQ inh,DAGLB inh,Rtt109 Vps75,Wnt bcat act,PfHsp90 yeast 2,phage Ecoli inh
CC(=O)CC(C)(C)S(=O)(=O)c1ccc(Oc2ccc(S(=O)(=O)C(C)(C)CC(C)=O)cc2)cc1,-0.9,-0.5,-3,2.4,-16,-4,4,-2,2,0.3
COc1ccc(CCNCC(=O)Nc2ccc(OC(F)F)cc2)cc1,2.0,-2.4,14,-1.3,-10,-2,-1,-1,5,5.0
Cc1cccc(C)c1NC(=O)N1CCC(C(=O)c2ccc(F)cc2)CC1,3.9,-1.8,-4,0.1,-7,0,7,0,-22,-0.9
CC(C)C(=O)Nc1ccc2c(c1)C(=O)N(CCC(=O)O)C2=O,0.3,-2.2,-4,1.0,4,0,3,.,-4,0.3
COc1cccc(C(=O)N2CCN(C(=O)c3ccc(-c4ccccc4)cc3)CC2)c1OC,-1.7,-2.0,1,-1.6,-10,1,-6,-1,-36,1.2
Cc1cc(Nc2ccccc2)n(CCOC(=O)COc2ccccc2)n1,2.9,.,-4,-1.9,1,-3,-6,.,-3,2.0
CCCCn1c(N)c(N(CCOC)C(=O)c2cc(-c3ccccc3Cl)nc3ccccc23)c(=O)[nH]c1=O,-0.1,0.6,-16,-0.3,3,3,6,0,.,2.2
Cc1ccc(OCCOCCn2cnc3ccccc3c2=O)c([N+](=O)[O-])c1,0.2,-1.3,0,0.9,-6,-4,5,-1,-4,3.8
O=C(NNC(=O)c1ccc(Cl)c(Cl)c1)c1cccnc1,1.8,92*,4,2.6,-10,-3,1,-1,7,0.1
COc1cccc2c(=O)c(C/C=C(/C)Cl)c(C)[nH]c12,3.6,-2.9,-7,4.3,-15,-2,0,-1,5,4.3
O=C(NCc1ccco1)C(=O)NCC1OCCN1S(=O)(=O)c1cc(F)ccc1F (configuration not stated),2.0,-3.0,8,-1.2,4,-1,-5,0,-3,1.5
COCCN=C1OC(=O)N2C(=O)C3=C4[C@@H](C[C@H]5C(=O)N(c6ccccc6)C(=O)[C@H]5[C@H]4[C@@]12Cc1ccccc1)[C@H]1C(=O)N(c2ccccc2)C(=O)[C@H]1[C@H]3C,-0.5,-1.7,-1,-0.2,-11,2,1,-4,.,2.5

# Overlap with the part before: 5 compounds, then new ones.
SMILES,AddAB inh,CAL PDZ FP,Tat export inh,E coli growth,PvdQ inh,DAGLB inh,Rtt109 Vps75,Wnt bcat act,PfHsp90 yeast 2,phage Ecoli inh
Cc1ccc(OCCOCCn2cnc3ccccc3c2=O)c([N+](=O)[O-])c1,0.2,-1.3,0,0.9,-6,-4,5,-1,-4,3.8
O=C(NNC(=O)c1ccc(Cl)c(Cl)c1)c1cccnc1,1.8,92*,4,2.6,-10,-3,1,-1,7,0.1
COc1cccc2c(=O)c(C/C=C(/C)Cl)c(C)[nH]c12,3.6,-2.9,-7,4.3,-15,-2,0,-1,5,4.3
O=C(NCc1ccco1)C(=O)NCC1OCCN1S(=O)(=O)c1cc(F)ccc1F (configuration not stated),2.0,-3.0,8,-1.2,4,-1,-5,0,-3,1.5
COCCN=C1OC(=O)N2C(=O)C3=C4[C@@H](C[C@H]5C(=O)N(c6ccccc6)C(=O)[C@H]5[C@H]4[C@@]12Cc1ccccc1)[C@H]1C(=O)N(c2ccccc2)C(=O)[C@H]1[C@H]3C,-0.5,-1.7,-1,-0.2,-11,2,1,-4,.,2.5
CCOC(=O)C(C)Sc1nc(=O)n2ccccc2n1 (configuration not stated),1.2,-0.1,2,-1.8,-8,-1,-9,0,8,4.1
CCN(CC(=O)Nc1c(F)cccc1F)C(=O)c1cccc(-n2cnnn2)c1,.,-1.6,-1,.,-14,2,4,-4,38,2.3
CCCCc1nc(SCC(=O)N2CCCCC2)c2c(=O)n(C)c(=O)n(C)c2n1,1.4,-5.6,14,1.3,-17,-2,-3,-3,.,-0.2
CC(=O)c1ccc(S(=O)(=O)Nc2ccc(C(=O)NCC(c3cccs3)N3CCOCC3)cc2)cc1 (configuration not stated),0.5,-0.7,-13,-3.7,-11,1,4,-2,-16,3.2
CC(C(=O)N1CCN(Cc2ccccc2)CC1)n1ncn2cccc2c1=O (configuration not stated),0.2,0.0,4,0.9,-19,-1,-10,-3,21,2.9
CCC1(C)Cc2ccccc2-c2nc(NCCCO)n(-c3ccccc3)c(=O)c21 (configuration not stated),1.0,-3.9,5,-2.6,-10,-1,0,.,-14,2.0
CCOC(=O)c1sc(S(C)(=O)=O)c2c1CCc1conc1-2,0.7,.,.,0.3,.,.,.,55*,.,3.5
COCCNC(=S)NCc1ccc2[nH]c3c(c2c1)CCCC3,0.5,0.2,-4,0.5,-8,6,-4,0,1,0.1
CCOC(=O)c1[nH]c2c(OCC)nc(OCC)nc2c1Br,.,-1.2,-2,.,-18,-3,-12,-1,13,2.1
CC(=O)Nc1nnc(CCS(=O)(=O)c2ccc(C)cc2)s1,-0.7,-3.8,-5,-2.3,3,-2,.,1,2,2.9
Cc1[nH]c2ccccc2c1C(=O)C(=O)NCC1CCCO1 (configuration not stated),2.7,-0.5,-1,0.4,6,-2,-11,-2,.,2.0
O=C(NCCc1cccc(C(F)(F)F)c1)C1CCC(=O)N(Cc2ccc(Cl)cc2)C1 (configuration not stated),-1.1,0.1,6,-3.4,-8,1,4,-1,-4,-2.3
CC(C)Nc1oc(Cc2cccc3ccccc23)nc1C#N,0.3,-2.3,4,-1.2,-8,-1,5,0,4,4.3
CNC(=O)/C(C#N)=C/c1c(N(Cc2ccccc2)Cc2ccccc2)nc2ccccn2c1=O,-0.2,-1.2,19,1.2,4,2,7,-1,4,4.3
Cc1[nH]c2ccccc2c1SCCNC(=O)c1ccc(S(=O)(=O)N2CCCC2)cc1,-1.5,-0.6,-7,-0.3,-8,1,-3,-3,-19,3.0
O=C(Oc1cc2oc(=O)cc(-c3ccccc3)c2cc1Cl)C1CCCCC1,2.6,-0.7,-4,-1.9,-5,-2,-64,-2,-160,1.1
O=C(CSCc1ccc(Br)cc1)Nc1ccc(S(=O)(=O)N2CCCCCC2)cc1,2.3,-0.3,13,2.0,-10,-10,-1,.,-25,0.5
Cc1ccc(CNC(=O)CSc2nc3ccccc3[nH]2)cc1,4.5,-1.0,3,0.9,-5,2,-1,0,10,2.4
CCc1ccc(N(CC(=O)NC2CCCC2)C(=O)CCC(=O)Nc2cc(C)on2)cc1,2.0,-2.1,4,-0.2,-16,1,-3,2,13,1.5
CC(C)CNS(=O)(=O)c1ccc(CCC(=O)NCCC2=CCCCC2)cc1,1.5,0.0,4,0.2,3,0,9,-2,18,2.3
COc1cc(NC(=O)Cc2ccc(F)cc2)cc(OC)c1OC,1.1,-2.9,-6,-1.0,-20,-2,1,-3,-2,0.1
CC1(OC(=O)C2CCCC2)C(=O)C=C2C=C(c3ccsc3)N(Cc3ccc4c(c3)OCO4)C=C2C1=O (configuration not stated),2.2,1.9,-2,-0.3,-7,12,6,-10,-4,2.2
O=C(Cc1cccc2ccccc12)Nc1cc(Cl)ccc1C(=O)O,0.8,.,-2,-0.5,2,9,-5,0,1,-0.7
O=C1NC(=S)NC(=O)C1=Cc1ccccc1C(=O)O,.,-0.2,4,.,-19,-2,6,0,.,1.9
Cc1c(C(=O)OCCOC(C)C)[nH]c2c1C(=O)CC(C)(C)C2,2.1,-1.4,-3,0.7,-13,-1,-6,-3,-9,3.3
O=C(Cc1c[nH]c2ccccc12)OCCOC(=O)Cc1c[nH]c2ccccc12,1.4,0.7,16,0.6,4,-3,12,-6,3,1.7
O=S(=O)(c1cccc(C(F)(F)F)c1)N1CCN(c2nnnn2-c2ccccc2)CC1,-0.8,.,-5,-0.9,7,-1,6,.,.,2.8
Nc1cc(SCc2ccc([N+](=O)[O-])cc2)ncn1,.,-1.1,5,.,4,0,5,37*,-4,2.7
CC(C)CCNC(=O)C(c1cccnc1)N(CCc1ccccc1)C(=O)Cn1nnc2ccccc21 (configuration not stated),-0.9,-2.1,4,-1.0,-1,3,-15,.,-5,1.1
COc1ccc(C2(C(F)(F)F)NC(=O)N(C)C(=O)N2C)cc1 (configuration not stated),-1.4,.,-3,-0.7,-10,0,-7,.,12,0.5
Clc1ccc(-c2nnc3n2CCCCC3)cc1,0.5,-0.2,0,0.8,-2,0,-4,-3,-5,0.2
CC(C)=C1SC(N2CCOCC2)=NC1=O,2.1,0.1,-12,1.6,19,-1,5,.,0,2.5
COc1ccccc1NC(=O)CCNS(=O)(=O)c1ccc2[nH]c(=O)oc2c1,1.2,-1.9,0,-1.3,-7,1,1,0,-17,2.1
CCOc1ccc(OCC)c(NC(=O)CN2CCN(CC)CC2)c1,1.5,-1.6,9,2.4,-12,-3,-29,.,19,0.2
CCOc1ccc(C(=O)COC(=O)Cc2n[nH]c(=O)c3ccccc23)cc1,0.3,-1.7,2,2.0,-12,-1,0,-12,8,1.3
COCc1cc(=O)n2[nH]c(-c3ccccc3)cc2n1,4.1,-0.3,-9,0.0,-6,0,-10,-3,0,3.8

# Next section; it opens with the two that closed the last part.
SMILES,AddAB inh,CAL PDZ FP,Tat export inh,E coli growth,PvdQ inh,DAGLB inh,Rtt109 Vps75,Wnt bcat act,PfHsp90 yeast 2,phage Ecoli inh
CCOc1ccc(C(=O)COC(=O)Cc2n[nH]c(=O)c3ccccc23)cc1,0.3,-1.7,2,2.0,-12,-1,0,-12,8,1.3
COCc1cc(=O)n2[nH]c(-c3ccccc3)cc2n1,4.1,-0.3,-9,0.0,-6,0,-10,-3,0,3.8
Cc1nc(-c2ccc(S(=O)(=O)NCC3CCN(C(=O)OC(C)(C)C)CC3)s2)cs1,-0.9,-1.4,5,1.6,2,-4,16,?,4,-0.7
O=C(NCCN1CCN(c2cccc(Cl)c2)CC1)c1ccc(CSc2nc3ccncc3[nH]2)cc1,3.5,-3.6,8,0.3,9,6,.,-5&-3,-5,4.8
CCOC(=O)c1cnn(-c2cc(Oc3cccc(C)c3)ncn2)c1N,0.2,0.0,3,0.2,-1,-1,11,.,-26,2.4
Cc1c(C)n(CCN(C)C)c2ccc(C(=O)OCCN(C)C)cc12,-0.1,-2.1,-5,2.1,-9,2,10,0,5,2.9
CCCCc1nnc(NC(=O)CCSc2ccccc2)s1,2.2,-2.1,-2,1.4,-12,-1,-2,.,-9,2.9
O=C1CC(c2ccc3c(c2)OCO3)CN1 (configuration not stated),-1.1,-0.4,-4,2.4,-12,-1,-8,.,6,0.8
O=C(CCc1ccccc1)Nc1nncs1,2.3,.,5,3.2,-23,-3,-1,.,-16,4.0
Cc1ccccc1NC(=O)COC(=O)c1n[nH]c(=O)c2ccccc12,.,-0.8,2,.,-14,1,-2,1,-20,2.1
CCC(C)NC(=O)Cc1cn(C)c2ccccc12 (configuration not stated),0.8,-0.7,-3,-1.5,-7,-1,-4,-3,73,2.6
